hERG WT inh – KCNH2 (human, wildtype) channel inhibition; activity change, % at 1.84 µM; 340,000 tested, 0.37% active; Q12809; U2OS, BacMam KCNH2, thallium flux FluxOr; hits give low values; AID 720551;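 active = maximum activity change below -70%; inconclusive = maximum activity change between -70% and -50%; inactive = maximum activity change above -50%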; also: % is scaled to controls: 0 for no effect and ±100 for the full control effect
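U2OS cells transduced with wild-type KCNH2 virus are loaded with FluxOr dye for 45 min, and thallium flux is measured in kinetic reads before and after stimulation buffer. Rate constants are normalized to DMSO controls.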
MBNL1 CUG block – MBNL1-poly(CUG) RNA binding inhibition | Potency, µM (titrated, usually from 57.5 µM), without a hit: top-dose activity change, negative = inhibition, actives largely listed as inhibitors | 280,000 tested, 0.036% active | TR-FRET MBNL1-His/biotin-(CUG)12 binding, 665/545 ratio | Q9NR56; active = well fitted inhibition curve with a large enough effect in the signal ratio, with a control signal flat, not every such curve was filed as active; inconclusive = small, poorly fitted or top-dose-only effect, or effect the other way, or a change in a side signal; inactive = no such curve, though single readings can be large or run the other way; the % refers to the signal ratio; also: potency is read from the fitted curve at half-maximal effect; % is scaled to controls: 0 for no effect and ±100 for the full control effect
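TR-FRET between His-tagged MBNL1 and biotin-(CUG)12 RNA, detected with Tb anti-His antibody (0.055 ng/ul) and streptavidin-XL665 (5 nM), 60 min at room temperature. Compounds titrated 92 nM to 58 uM; 665/545 nm ratio normalized to buffer and complex controls.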
MLL CXXC-DNA inh – MLL CXXC-DNA interaction inhibition; 290,000 tested, 0.037% active; Potency, µM (highest dose often 115 µM), inactives show top-dose activity change, negative = inhibition, actives largely listed as inhibitors; MLL-CXXC / FITC-HOXA9 DNA fluorescence polarization; AID 2662; active = well fitted inhibition curve with a large enough effect in the polarisation, with a control signal flat, not every such curve was filed as active; inconclusive = small, poorly fitted or top-dose-only effect, or effect the other way, or a change in a side signal; inactive = no such curve, though single readings can be large or run the other way; the % refers to the polarisation; also: potency is read from the fitted curve at half-maximal effect
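Steps: dispense CXXC domain solution (7 uM) → pin compounds or unlabeled HOX-A9 DNA control → 5 min ambient → add FLSN-HOX-A9 solution (50 nM) → spin → 30 min ambient → fluorescence polarization. Tris pH 7.5/NaCl/DTT/BSA buffer.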
Integrin act MD – activators of alpha7 integrin expression for muscular dystrophy; 350,000 tested, 0.064% active; Potency, µM (highest dose often 38.3 µM), inactives show at the highest dose activation, most hits filed as activators; AID 624291; alpha7betagal myoblasts, beta-gal FDG fluorescence, 48 h;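 also: potency is read from the fitted curve at half-maximal effect; 100% = response of the positive control SU9516; nearly all actives have a fitted effect of over 60% in size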
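Alpha7betagal+/- myoblasts (passage 13) were plated 16-24 hr, then exposed to compounds (1:260 dilution of DMSO stock) for 48 hours at 37C. After MPER lysis, β-galactosidase reporter activity was read as FDG fluorescence (ex 480/em 540) after 30 minutes.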
Coupling enz – inhibits coupling enzyme system, counter-screen for aldolase hits | 290,000 tested, 0.67% active | AID 2472 | activity change, negative = inhibition, % at 58.2 µM, hits read low | coupling enzyme system counterscreen, AmpLite Red fluorescence; in the data active = activity change below about -30%; also: % is scaled to controls: 0 for no effect and ±100 for the full control effect
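First, compound is pin-transferred into glyceraldehyde-3-phosphate coupling-enzyme reagent at 57.5 uM final and held 10 min at RT. Next, substrate, coupling system and AmpLite Red are added. After 20 min RT, fluorescence (525/598 nm) is read.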
TRPV1 agonist – agonists of human vanilloid receptor 1 (TRPV1); Q8NER1; TRPV1-expressing cells, Fluo-8 calcium influx, agonist mode; activation, % at 8.33 µM; 320,000 tested, 0.19% active; AID 540275; in the data active = activation above about 80%; inconclusive = between about 30% and that limit; also: 0% is about no effect
Target sequence (Q8NER1 whole entry, looked up): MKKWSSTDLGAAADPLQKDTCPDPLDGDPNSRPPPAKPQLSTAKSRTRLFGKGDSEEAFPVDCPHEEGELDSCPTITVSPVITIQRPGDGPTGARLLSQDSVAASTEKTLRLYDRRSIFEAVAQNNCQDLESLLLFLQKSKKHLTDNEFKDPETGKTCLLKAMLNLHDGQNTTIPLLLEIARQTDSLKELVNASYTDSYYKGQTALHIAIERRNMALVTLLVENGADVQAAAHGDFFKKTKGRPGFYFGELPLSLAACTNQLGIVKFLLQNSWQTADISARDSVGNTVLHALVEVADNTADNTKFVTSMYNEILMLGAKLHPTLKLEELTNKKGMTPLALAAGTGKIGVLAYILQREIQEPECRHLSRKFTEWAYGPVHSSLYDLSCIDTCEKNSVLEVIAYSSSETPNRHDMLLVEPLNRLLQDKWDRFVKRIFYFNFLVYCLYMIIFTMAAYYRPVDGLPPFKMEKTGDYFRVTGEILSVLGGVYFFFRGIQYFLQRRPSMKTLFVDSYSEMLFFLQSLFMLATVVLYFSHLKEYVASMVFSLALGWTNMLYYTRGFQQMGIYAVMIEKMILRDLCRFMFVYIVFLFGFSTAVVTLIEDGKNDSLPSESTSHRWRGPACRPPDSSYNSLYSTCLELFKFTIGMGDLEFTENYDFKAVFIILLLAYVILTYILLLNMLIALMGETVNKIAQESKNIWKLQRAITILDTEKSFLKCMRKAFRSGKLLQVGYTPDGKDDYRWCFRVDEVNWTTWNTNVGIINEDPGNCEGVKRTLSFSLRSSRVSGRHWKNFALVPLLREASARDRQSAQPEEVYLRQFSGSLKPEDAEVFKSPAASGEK
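Cells expressing TRPV1 were dye-loaded with Fluo-8 and read kinetically: 10 s baseline, 3 min after compound (agonist portion), then 2 min after EC20 capsaicin (allosteric enhancer portion). Calcium-bound dye fluorescence at 480/520 nm.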
GALK inhibitor – blocks human galactokinase activity; P51570; AID 1868; Purified GALK, Kinase-Glo residual ATP luminescence; Potency, µM (highest dose often 57.5 µM), inactives show at the highest dose activity change, negative = inhibition, usual class: inhibitors; 270,000 tested, 0.007% active; also: potency is read from the fitted curve at half-maximal effect; % is scaled to controls: 0 for no effect and ±100 for the full control effect
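5 nM enzyme, 35 uM ATP, 100 uM galactose, 20 mM HEPES pH8.0, 5 mM MgCl2; 1 h RT; residual ATP by Kinase-Glo Plus luminescence, qHTS format.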
A-T KAP1 phos – potential ataxia-telangiectasia treatments restoring KAP-1 phosphorylation; AID 485349; […] A-T fibroblasts, KAP-1 phosphorylation AlphaLISA; neocarzinostatin DNA damage 30 min before lysis; Potency, µM (doses to about 57.5 µM), without a hit: top-dose activation, actives largely listed as activators; 320,000 tested, 0.19% active; also: potency is read from the fitted curve at half-maximal effect; % of control where 0% means no effect; nearly all actives have a fitted effect of over 45% in size
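ATM-like activity read as KAP-1 phosphorylation via AlphaLISA donor/acceptor antibody pairs after lysis and 6 hr at 25C. Cells were ATM-null patient fibroblasts ([…], hTERT), dosed 60 min, then exposed to the DSB inducer NCS for 30 min.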
KCNH2 3.1 inh – KCNH2 3.1 (human) potassium channel inhibition. U2OS KCNH2 3.1, thallium flux FluxOr; hits give low values. activity change, % (tested at about 1.8 µM). 340,000 tested, 0.95% active;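 active = maximum activity change below -70%; inconclusive = maximum activity change from -70% to -50%; inactive = maximum activity change above -50%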;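 also: thallium influx rate constant from kinetic fluorescence after stimulation buffer; % is scaled to controls: 0 for no effect and ±100 for the full control effect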
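Thallium flux read-out: FluxOr dye with Red40 quencher in HBSS/HEPES, 45 min at RT. Rate constants from kinetic reads were normalized to positive and negative DMSO controls. Cells: U2OS virally expressing the 3.1 isoform.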
S-ASM inh – human S-ASM enzyme inhibition; P17405; placental ASM, HMU-PC fluorogenic substrate, 60 min; Potency, µM (series often up to 57.5 µM), without a hit: at the top dose activity change, negative = inhibition, hits mostly inhibitors; 340,000 tested, 0.006% active; also: potency is read from the fitted curve at half-maximal effect
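Fluorogenic HMU-PC substrate (9 uM final) is turned over by placental ASM in 60 min at 37 C after a 10 min compound preincubation. Reaction ended by alkaline stop (pH 10), with fluorescence read at 386/447 nm.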
The depositor's hits bear a star; [ ] = another dose, or the depositor's remark. Unless noted, calls follow the shape of the dose curve; as a rule, active = well fitted curve in the direction sought with a large enough effect; inconclusive = small, poorly fitted or top-dose-only effect, or another doubt; inactive = no such curve, though single readings can be large; an effect the other way counts as inactive or inconclusive.

Results for Nc1c(N(Cc2ccco2)C(=O)c2cccc(Cl)c2)c(=O)[nH]c(=O)n1Cc1ccccc1 ?
hERG WT inh: 1.2; Integrin act MD: -1.9%; TRPV1 agonist: -0.4; A-T KAP1 phos: 4.0%; KCNH2 3.1 inh: 5.1; S-ASM inh: 3.8%

How did O=C(Nc1nnc(SCc2ccccc2Cl)s1)C1COc2ccccc2O1 (stereo not drawn) do in these assays?
hERG WT inh: -0.2; MBNL1 CUG block: 1.1%; MLL CXXC-DNA inh: 13.2%; Integrin act MD: 1.0%; Coupling enz: 13.7; TRPV1 agonist: 8.1; GALK inhibitor: -0.2%; A-T KAP1 phos: 2.3%; KCNH2 3.1 inh: -16.3; S-ASM inh: 4.3%

How did COc1ccc2cc3cc(C(=O)NCc4cccnc4)oc3nc2c1 do in these assays?
hERG WT inh: -4.2; MBNL1 CUG block: inconclusive; MLL CXXC-DNA inh: -2.3%; Integrin act MD: 7.5%; Coupling enz: 1.9; TRPV1 agonist: 24.7; GALK inhibitor: -1.0%; A-T KAP1 phos: 3.8%; KCNH2 3.1 inh: -13.6

Results for Nc1nonc1-n1nnc(C(=O)N/N=C/c2ccoc2)c1CSc1ccccc1 ?
hERG WT inh: 1.0; MBNL1 CUG block: inconclusive; MLL CXXC-DNA inh: -2.7%; Integrin act MD: -13.3%; TRPV1 agonist: inconclusive; GALK inhibitor: -2.7%; A-T KAP1 phos: -10.1%; KCNH2 3.1 inh: 4.8; S-ASM inh: -8.1%

What do the screens show for `COCc1cc(C)nc(SCC(=O)c2ccc(O)c(O)c2)c1C#N`?
hERG WT inh: -5.2; MBNL1 CUG block: 24.7%; MLL CXXC-DNA inh: -1.2%; Integrin act MD: -17.4%; Coupling enz: -0.6; TRPV1 agonist: 3.0; GALK inhibitor: 1.9%; A-T KAP1 phos: -0.8%; KCNH2 3.1 inh: -4.4; S-ASM inh: -0.2%

What do the screens show for `Cc1nc(-c2ccccc2)cc(-c2ccccc2)n1`?
hERG WT inh: -24.4; Integrin act MD: -3.4%; KCNH2 3.1 inh: -4.4; S-ASM inh: -2.0%

What do the screens show for `CC1(C)CC(=O)c2c(S(C)(=O)=O)sc(Br)c2C1`?
hERG WT inh: 20.2; MBNL1 CUG block: 9.4%; MLL CXXC-DNA inh: 4.7%; Integrin act MD: -38.0%[inhibitor]; Coupling enz: 4.9; TRPV1 agonist: 0.5; A-T KAP1 phos: 3.9%; KCNH2 3.1 inh: 1.6; S-ASM inh: -6.4%

What do the screens show for `COc1ccc(C2/C(=C(/O)c3ccc4c(c3)CC(C)O4)C(=O)C(=O)N2Cc2ccncc2)cc1` (stereo not drawn)?
hERG WT inh: 32.8; MBNL1 CUG block: 13.2%; MLL CXXC-DNA inh: 17.8%; Integrin act MD: 17.1%; Coupling enz: 9.1; TRPV1 agonist: -2.4; GALK inhibitor: 0.1%; A-T KAP1 phos: -0.4%; KCNH2 3.1 inh: 7.6; S-ASM inh: -0.4%

Results for Cc1ccc(F)c(Oc2cc(NN3CCCCC3)c([N+](=O)[O-])cc2[N+](=O)[O-])c1 ?
hERG WT inh: -28.5; MBNL1 CUG block: -4.7%; MLL CXXC-DNA inh: -8.7%; Integrin act MD: 7.7%; Coupling enz: 5.3; TRPV1 agonist: inconclusive; A-T KAP1 phos: -2.4%; KCNH2 3.1 inh: -3.6; S-ASM inh: 0.1%

What do the screens show for `COC(=O)c1ccc(C(C(=O)NCc2ccccc2)N(Cc2cccs2)C(=O)c2cnccn2)cc1` (stereo not drawn)?
hERG WT inh: 34.3; MBNL1 CUG block: -10.8%; MLL CXXC-DNA inh: 1.1%; Integrin act MD: -3.1%[7.66 µM]; Coupling enz: 2.5; TRPV1 agonist: 1.2; GALK inhibitor: -0.9%; A-T KAP1 phos: -2.9%; KCNH2 3.1 inh: inconclusive; S-ASM inh: -3.3%

Results for CC(C)c1cc(CNC(=O)CCc2nnc(CCCc3ccccc3)o2)on1 ?
MBNL1 CUG block: 4.9%; MLL CXXC-DNA inh: -3.1%; Integrin act MD: 19.1%; Coupling enz: 1.1; TRPV1 agonist: 1.8; GALK inhibitor: 10.5%; A-T KAP1 phos: -1.2%; KCNH2 3.1 inh: 1.7; S-ASM inh: 1.9%

Results for CC(C)(C)NC(=O)C(c1ccc(O)cc1)N(C(=O)CCC(=O)Nc1ccccn1)c1ccc(F)cc1 (stereo not drawn) ?
hERG WT inh: -3.4; MBNL1 CUG block: -10.0%; MLL CXXC-DNA inh: 4.4%; Integrin act MD: -39.4%[inhibitor]; Coupling enz: 1.4; TRPV1 agonist: -3.1; GALK inhibitor: 5.0%; A-T KAP1 phos: 3.6%; KCNH2 3.1 inh: -4.5; S-ASM inh: 6.3%

What do the screens show for `COc1cc(CN2CCNC(=O)C2CC(=O)NCCCN2CCOCC2)cc(OC)c1` (stereo not drawn)?
hERG WT inh: -8.4; MBNL1 CUG block: 1.6%; MLL CXXC-DNA inh: 14.7%; Integrin act MD: inconclusive; TRPV1 agonist: 2.2; GALK inhibitor: -4.3%; A-T KAP1 phos: -1.8%; KCNH2 3.1 inh: 0.1; S-ASM inh: 4.0%

What do the screens show for `CC1=CCC2C(=O)N(c3cccc(C(=O)N(C)C4CCCCC4)c3)C(=O)C2C1` (stereo not drawn)?
hERG WT inh: 0.4; MBNL1 CUG block: -2.5%; MLL CXXC-DNA inh: -15.6%; Integrin act MD: 14.1%; Coupling enz: 3.1; TRPV1 agonist: 15.5; GALK inhibitor: 6.6%; A-T KAP1 phos: 3.9%; KCNH2 3.1 inh: -3.6; S-ASM inh: 2.4%

Results for COC(=O)c1c(C(=O)OC)c2ccccn2c1C(=O)c1ccc([N+](=O)[O-])cc1 ?
hERG WT inh: -1.9; MBNL1 CUG block: inconclusive; MLL CXXC-DNA inh: -3.7%; Integrin act MD: -19.9%; Coupling enz: 3.1; TRPV1 agonist: 2.2; GALK inhibitor: 4.9%; A-T KAP1 phos: -2.0%; KCNH2 3.1 inh: -1.4; S-ASM inh: -3.3%

Results for O=C(CN(C(=O)CCC(=O)Nc1ccccn1)c1ccc(F)cc1)NCc1ccco1 ?
hERG WT inh: -7.1; MBNL1 CUG block: -5.0%; MLL CXXC-DNA inh: 9.3%; Integrin act MD: -44.7%; Coupling enz: 0.9; TRPV1 agonist: -1.0; GALK inhibitor: -0.4%; A-T KAP1 phos: 11.7%; KCNH2 3.1 inh: 20.0; S-ASM inh: -0.1%

Results for CC(=O)NC12CC3CC(CC(CC(=O)O)(C3)C1)C2 ?
hERG WT inh: 0.0; MBNL1 CUG block: -1.0%; MLL CXXC-DNA inh: 14.3%; Integrin act MD: 0.0%; Coupling enz: 6.7; TRPV1 agonist: 0.2; GALK inhibitor: -0.8%; A-T KAP1 phos: 2.1%; KCNH2 3.1 inh: -12.1; S-ASM inh: 3.8%

How did COCCn1c(=S)[nH]c2sc3c(c2c1=O)CCCC3 do in these assays?
hERG WT inh: 9.9; MBNL1 CUG block: 22.9%; MLL CXXC-DNA inh: -7.2%; Integrin act MD: 16.5%; Coupling enz: -1.0; TRPV1 agonist: -2.2; GALK inhibitor: 6.4%; A-T KAP1 phos: -0.1%; KCNH2 3.1 inh: 0.4; S-ASM inh: -3.3%

What do the screens show for `CCOC(=O)Cc1c(C)nc(N)[nH]c1=O`?
hERG WT inh: 0.2; MBNL1 CUG block: -0.4%; MLL CXXC-DNA inh: 4.5%; Integrin act MD: 25.3%; Coupling enz: 3.9; TRPV1 agonist: -3.8; GALK inhibitor: -2.0%; A-T KAP1 phos: -2.2%[11.5 µM]; KCNH2 3.1 inh: 2.3; S-ASM inh: 2.6%

Results for COc1ccc(C(c2sc3ncnn3c2O)N2CC(C)OC(C)C2)cc1OC (stereo not drawn) ?
hERG WT inh: 1.1; MBNL1 CUG block: 0.3%; MLL CXXC-DNA inh: -7.8%; Integrin act MD: 16.0%; Coupling enz: -1.0; TRPV1 agonist: -0.2; GALK inhibitor: 0.4%; A-T KAP1 phos: 4.1%; KCNH2 3.1 inh: 0.7; S-ASM inh: 3.6%

Results for Cc1cc(=O)oc2cc(OCC(=O)NC3CCCCC3)c(Cl)cc12 ?
hERG WT inh: -2.8; Integrin act MD: 8.8%; A-T KAP1 phos: 9.4%; KCNH2 3.1 inh: -9.7; S-ASM inh: 62.6%[activator]

Results for COc1ccc2cc3c(N)nn(C(=O)c4ccccc4[N+](=O)[O-])c3nc2c1 ?
hERG WT inh: -2.2; MBNL1 CUG block: inconclusive; MLL CXXC-DNA inh: -5.8%; Integrin act MD: 24.5%; Coupling enz: -6.2; TRPV1 agonist: -3.4; GALK inhibitor: 0.2%; A-T KAP1 phos: 0.8%; KCNH2 3.1 inh: 1.7

Results for O=c1cc(N2CCCCC2)c(-c2ccccc2)nn1Cc1ccc(F)cc1 ?
hERG WT inh: -6.6; MBNL1 CUG block: -12.2%; MLL CXXC-DNA inh: 4.2%; Integrin act MD: 3.6%; Coupling enz: 5.4; TRPV1 agonist: inconclusive; GALK inhibitor: 3.6%; A-T KAP1 phos: 2.2%; KCNH2 3.1 inh: -10.6; S-ASM inh: -10.4%

Compound activity (PubChem BioAssay)
